procasp3 activ: procaspase-3 (human) activation | AID 463141 | recombinant procaspase-3 D3A, Ac-DEVD-pNA absorbance 405 nm | P42574 | activation, % at 8.5 µM | 330,000 tested, 0.11% active;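 active = activation above the mean of all tested compounds plus 3 SD, cut at about 21% in these data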;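 also: 0% = DMSO alone and 100% = DMSO wells spiked with extra 5 µM PC-3 D3A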
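Assay system – Procaspase-3 D3A mutant · Benchmarks – DMSO low control, extra-enzyme high control · Technique – 405 nm absorbance of p-nitroaniline, reads at 0 and 120 min · Doses – 8.5 µM nominal · Measure – % activation between DMSO and enzyme-spiked controls · Also added – Ac-DEVD-pNA chromogenic peptide substrate · Schedule – 1 h compound preincubation, 2 h substrate hydrolysis at 25 °C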
procasp7 counter: activates human procaspase-7, counter-screen for procaspase-3 activators. recombinant procaspase-7, Ac-DEVD-pNA absorbance 405 nm; D23A/D198A/D206A triple mutant, cannot self-cleave; scale: DMSO 0, 5 µM enzyme 100. activation, % at 8.5 µM. 330,000 tested, 0.093% active;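 active = percent activation above the screen-wide mean plus 3 SD, cut at about 25% in these data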
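Detection: p-Nitroaniline absorbance at 405 nm, read at 0 and 120 min; system: Uncleavable procaspase-7 mutant enzyme; evaluation: % activation from two-timepoint absorbance difference, scaled to controls; times: 1 h enzyme–compound preincubation and 2 h substrate reaction, both 25 °C; buffer or medium: Zinc-free HEPES pH 7.4 with 300 mM NaCl, 0.01% Triton X-100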
PP5 inh: PP5 (human) phosphatase inhibition. AID 1987. inhibition, % at 6.7 µM. purified PP5c, OMFP substrate fluorescence. P53041. 320,000 tested, 0.18% active;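 active = inhibition above the campaign's mean inhibition across all tested compounds plus 3 SD, cut at about 9.5% in these data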;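 also: 0% = DMSO only and 100% = 100 µM cantharidin control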
Target sequence (P53041 whole entry, looked up): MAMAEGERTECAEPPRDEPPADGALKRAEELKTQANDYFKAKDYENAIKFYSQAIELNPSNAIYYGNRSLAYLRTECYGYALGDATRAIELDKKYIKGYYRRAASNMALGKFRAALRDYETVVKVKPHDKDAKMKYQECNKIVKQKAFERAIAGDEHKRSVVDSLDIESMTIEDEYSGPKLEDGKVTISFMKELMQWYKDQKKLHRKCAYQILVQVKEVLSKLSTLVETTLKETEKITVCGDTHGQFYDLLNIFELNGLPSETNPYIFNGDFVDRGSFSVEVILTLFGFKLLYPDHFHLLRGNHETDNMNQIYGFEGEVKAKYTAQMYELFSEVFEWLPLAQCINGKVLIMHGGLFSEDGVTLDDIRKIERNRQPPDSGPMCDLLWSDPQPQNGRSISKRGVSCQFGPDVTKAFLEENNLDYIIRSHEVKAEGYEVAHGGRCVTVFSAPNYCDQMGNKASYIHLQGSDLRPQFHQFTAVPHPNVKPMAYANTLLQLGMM
Fh CTSL1 inh: cathepsin L1 inhibition, PFM18AAP counter-screen; 300,000 tested, 0.49% active; AID 1906; inhibition, % at 5.96 µM; recombinant F. hepatica cathepsin L1, Z-Leu-Arg-MCA fluorescence;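 active = inhibition above the mean of all tested compounds plus 3 SD, set per screening campaign, cut at about 17% in these data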;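 also: 0% = plate median of test compound wells and 100% = 1 µM Z-Phe-Ala-diazomethylketone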
PP1 counter: blocks human PP1-alpha phosphatase, a PP5 counter-screen. P62136. purified PP1alpha, OMFP fluorescence. inhibition, % at 6.7 µM. 320,000 tested, 0.9% active;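 active = inhibition above the mean inhibition of all tested compounds plus 3 SD, computed separately for each screening campaign, cut at about 15% in these data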
JMJD2C inh: inhibitors of human GASC-1 (JMJD2C) demethylase; Q9H3R0; GST-JMJD2C(1-420) H3K9me3 demethylation, DELFIA europium; inhibition, % at 2.35 µM; 330,000 tested, 0.069% active; AID 2099;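 active = more than half of a compound's replicate wells show inhibition beyond 50%, single wells judged on their own value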;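 also: signal counts dimethyl H3K9 product captured on neutravidin plate; 0% = median of DMSO wells and 100% = 0.3 times that DMSO median; strong numbers were not always called active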
Target sequence (Q9H3R0 1-420 limits assumed): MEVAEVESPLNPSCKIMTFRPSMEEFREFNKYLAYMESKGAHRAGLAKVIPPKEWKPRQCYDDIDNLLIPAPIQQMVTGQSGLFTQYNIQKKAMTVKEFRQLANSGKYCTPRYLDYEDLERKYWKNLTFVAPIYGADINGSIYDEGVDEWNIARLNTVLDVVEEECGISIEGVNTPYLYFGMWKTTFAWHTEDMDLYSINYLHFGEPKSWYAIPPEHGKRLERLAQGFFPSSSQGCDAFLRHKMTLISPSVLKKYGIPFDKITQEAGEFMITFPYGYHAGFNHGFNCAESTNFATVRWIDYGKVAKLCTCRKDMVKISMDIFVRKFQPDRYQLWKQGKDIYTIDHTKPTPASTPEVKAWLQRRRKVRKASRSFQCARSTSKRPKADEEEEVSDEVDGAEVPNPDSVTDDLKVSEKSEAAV
core dimer inh: HCV core protein dimerization inhibition; TR-FRET GST/Flag-core106 dimerization, 1536-well; inhibition, % at 5 µM; 300,000 tested, 0.33% active;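 active = inhibition above the mean of all tested compounds plus 3 SD, set per screening campaign, cut at about 45% in these data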
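System: GST/Flag-tagged HCV core106 proteins. Incubation: compound-protein-antibody incubation 4 h at 22.5 °C. Technique: HTRF with 340 nm excitation, 617/671 nm emission. Medium: KF-containing HEPES buffer, pH 7.45, DTT, CHAPS, BSA. Read-out: inhibition (%) from 671 over 617 nm ratio. Also added: Eu(K)-anti-GST 90 ng/mL plus XL665-anti-Flag 1 µg/mL.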
VLA-4 inh: inhibition in a human VLA-4 binding assay; 330,000 tested, 0.2% active; VLA-4 expressing cells, ligand binding flow cytometry; inhibition, % (about 7 µM as worked out from the volumes in the protocol); P13612; AID 2557; in the data active = inhibition above about 50%
GRK2 inh: blocks RNA aptamer binding to human GRK2; 330,000 tested, 0.59% active; bead flow cytometry, FAM-aptamer displacement from GRK2; P25098; AID 488847; inhibition of aptamer binding, % at 10 µM;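 active = inhibition of aptamer binding above 40%, roughly 3 SD of noise, on plates passing a quality check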;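 also: median bead fluorescence of bound FAM aptamer so fluorescent compounds give negative values; no value below 0 was filed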
Active calls of the source: *; · = no result given; & = joins results of further samples.

SMILES	procasp3 activ	procasp7 counter	PP5 inh	Fh CTSL1 inh	PP1 counter	JMJD2C inh	core dimer inh	VLA-4 inh	GRK2 inh
COc1ccc(NS(=O)(=O)c2cc(NC(=O)C3CCCCC3)ccc2N2CCOCC2)cc1	0	3	1.7	-3	0	0	0	-3	0
O=C(NCc1ccc2c(c1)OCO2)c1cccc([N+](=O)[O-])c1	-9	7	4.1	1	-6	-24	3	16	0
CCN(Cc1ccccc1)C(=O)CCS(=O)(=O)c1ccc2c(c1)NC(=O)CO2	1	4	-0.1	2	-3	-16	-2	14	1
CCOc1ccc(CCNC(=O)c2nnn(CC(=O)Nc3ccccc3C)c2N)cc1OCC	-2	-5	-1.2	1	0	7	-15	-2	0
CCOc1ccc(CCNC(=O)C2CC(=O)N(C3CCCC3)C2)cc1OCC (configuration not stated)	-6	10	2.3	-3	-3	·	-1	-7	3
OC1CCN(Cc2cn(Cc3ccccc3)nc2-c2cc3ccccc3o2)CC1	7	-11	-0.6	8	-2	-16	-1	10	0
O=C(O)c1ccn(COc2ccc(Br)cc2)n1	-1	-9	3.6	0	2	-4	0	-328	1
Cc1cc(C)n(-c2ccc(NC(=O)C3CCCCN3C(=O)c3cccs3)cc2)n1 (configuration not stated)	4	2	1.6	0	0	13	-1	-2	1
CC(Sc1ncnc2c1cnn2-c1ccccc1)C(=O)Nc1ccc(N2CCOCC2)cc1 (configuration not stated)	-5	-6	1.4	·	-1	0	·	-1	1
Nc1ncnc2c1ncn2C1CCCO1 (configuration not stated)	13	11	1.9	-4	-4	16	0	-7	1
CC(C)N(C(=O)CSc1nnc(Cc2ccc3c(c2)OCO3)n1C)C(C)C	0	-8	-0.1	0	4	21	-2	15	0
O=C1CN(C(=O)COC(=O)/C=C/c2ccc(S(=O)(=O)N3CCOCC3)cc2)c2ccccc2N1	3	-6	-0.9	0	-1	-3	-2	-8	0
Cc1ccc(NC(=O)c2nc[nH]c2C(=O)NC2CCN(C(=O)OC(C)(C)C)CC2)cc1	8	8	·	·	·	·	·	-10	0
O=C(CNCC1CCCO1)Nc1ccc([N+](=O)[O-])cc1C(=O)Nc1ccccc1F (configuration not stated)	7	1	-0.2	3	-6	-4	5	4	0
O=C(Nc1ccc(Br)cc1)c1cc(-c2ccc3c(c2)OCO3)on1	-3	-9	1.6	-5	-1	-7	-10	9	0
N#CCCN1CCN(C2=NC(=O)/C(=C\c3cccs3)S2)CC1	0	6	0.5	6	-1	0	-8	-8	0
CCOC(=O)c1c(C)[nH]c(C)c1C(=O)CSc1nc2ccccc2n1CCC#N	-4	-1	0.2	4	0	-4	-9	9	2
CC(C(=O)Nc1ccc(C(N)=O)cc1)N1C(=O)c2ccccc2S1(=O)=O (configuration not stated)	-1	0	0.2	-5	-2	-27	-6	7	3
O=C(NCc1ccccc1)NCc1cccs1	4	-1	0.7	-2	-3	6	-2	0	0
Cc1onc(-c2ccccc2)c1C(=O)N1CCN(c2ncccn2)CC1	6	-2	0.1	-4	-4	5	-3	0	3
CCN(CC)S(=O)(=O)c1ccc(Cl)c(C(=O)Nc2nncs2)c1	1	8	-2.0	3	-1	3	-3	2	0
COc1ccccc1/C=C/CN1CCC(Oc2cc(C(=O)NC3CC3)ccc2OC)CC1	3	-12	2.4	4	0	-6	-7	0	0
CCN1C(=O)N(CN2CCOCC2)C2C1N(CN1CCOCC1)C(=O)N2CC (configuration not stated)	-10	-2	0.4	-3	2	15	-5	1	0
CC(=O)n1cc(N(C(=O)CCl)c2ccc(C)cc2)c2ccccc21	-1	5	0.9	-2	2	-12	9	4	0
O=C(NCC(c1cccs1)N1CCOCC1)c1ccc(Cl)s1 (configuration not stated)	3	-6	2.9	2	-1	-35	2	5	0
CN(C)c1nc(N(C)C)nc(N(C#N)CCOc2ccccc2)n1	3	7	0.0	2	-4	-1	7	6	5
O=C(O)c1ccc(/C=N/NC(=S)NC2CCCCC2)cc1	7	-13	-0.3	1	1	7	-16	0	1
CSCCC1NC2(C(=O)Nc3ccc(Cl)cc32)[C@@H]2C(=O)N(C3CCCC3)C(=O)[C@H]12 (some centres not stated)	0	7	1.5	4	-2	6	4	-24	12
CCN(C(=O)c1ccc(S(=O)(=O)N2CCC(C)CC2)cc1)C1CCS(=O)(=O)C1 (configuration not stated)	-7	16	0.2	1	-4	83	0	13	0
O=C(NCc1ccccc1CN1CCOCC1)c1ccc(-n2cccn2)cc1	16	11	·	·	·	1	·	-15	0

For convenience, 5 of the compounds above:
SMILES	procasp3 activ	procasp7 counter	PP5 inh	Fh CTSL1 inh	PP1 counter	JMJD2C inh	core dimer inh	VLA-4 inh	GRK2 inh
N#CCCN1CCN(C2=NC(=O)/C(=C\c3cccs3)S2)CC1	0	6	0.5	6	-1	0	-8	-8	0
CCOC(=O)c1c(C)[nH]c(C)c1C(=O)CSc1nc2ccccc2n1CCC#N	-4	-1	0.2	4	0	-4	-9	9	2
CC(C(=O)Nc1ccc(C(N)=O)cc1)N1C(=O)c2ccccc2S1(=O)=O (configuration not stated)	-1	0	0.2	-5	-2	-27	-6	7	3
O=C(NCc1ccccc1)NCc1cccs1	4	-1	0.7	-2	-3	6	-2	0	0
Cc1onc(-c2ccccc2)c1C(=O)N1CCN(c2ncccn2)CC1	6	-2	0.1	-4	-4	5	-3	0	3

Next section:
SMILES	procasp3 activ	procasp7 counter	PP5 inh	Fh CTSL1 inh	PP1 counter	JMJD2C inh	core dimer inh	VLA-4 inh	GRK2 inh
Nn1c(SCC(=O)NC(=O)NC2CCCC2)nnc1-c1ccccc1F	-2	4	0.8	-2	-2	5	-2	-1	0
Cc1ccc(N2CCN(S(=O)(=O)c3ccc(C)cc3)CC2)cc1	-1	-15	-1.5	4	0	6	-11	2	0
Cc1ccc(CSc2nncn2-c2ccccn2)cc1	0	0	0.0	4	-1	·	-4	7	0
CC(=O)NC1=C(N(C)C2CCS(=O)(=O)C2)C(=O)c2ccccc2C1=O (configuration not stated)	0	10	8.3	7	-1	-12	-14	-5	0
O=C(O)c1cccc(-n2cccc2/C=C2\NC(=O)N(Cc3ccc(F)cc3)C2=O)c1	-2	-4	1.3	2	2	-30	3	-5	13
CCn1c2ccccc2c2cc(NC(=O)c3cc(C)on3)ccc21	1	4	3.5	2	-4	-16	8	26	0
CCN1CCSc2ccc(C(=O)Nc3ccc(NC(C)=O)cc3)cc21	9	-2	2.7	2	-1	0	-7	4	0
CC(=O)Nc1nnc(SCC(=O)NC(C)(C)C)s1	-6	3	-1.7	-3	-3	-5	-1	10	0
CC(=O)Nc1ccc(NC(=O)CSc2nnc(CNc3ccc(F)cc3)n2CC2CCCO2)cc1 (configuration not stated)	-3	1	-2.5	0	-5	0	-1	41	3
COc1ccc(/C=N/N=C2/NC(=O)CC(C(=O)O)S2)cc1 (configuration not stated)	-1	2	1.9	0	-4	1	-5	14	2
CC(=O)N1N=C(c2ccco2)CC1c1cc2cc(C)ccc2nc1Cl (configuration not stated)	-2	5	0.8	-3	-10	85	6	4	0
Cc1cnc([N+](=O)[O-])n1CCOC(=O)NC(=O)c1cccc(F)c1	-4	-2	-1.4	-8	8	4	0	9	5
CCOC(=O)CCCNC(=O)COC(=O)c1cc2ccccc2cc1O	-12	-5	0.7	1	-2	19	-11	9	0
C[C@H]1COC(=O)[C@H](CC(=O)OC(C)(C)C)C/C=C\C[C@@H](CC(=O)NCCO)C(=O)N1	2	2	·	·	·	-9	·	-3	1
CCn1cc(/C=C(\NC(=O)c2cc(OC)c(OC)c(OC)c2)C(=O)NCCCN2CCOCC2)c2ccccc21	1	0	-1.9	4	-2	-2	-3	8	0
Cc1ccccc1C(=O)NNC(=O)Cc1ccccc1	-2	16	0.7	1	-2	3	5	5	3
COc1ccc(C2=Nn3c(nnc3-c3cc(C)[nH]n3)SC2)cc1	4	6	-2.1	2	-4	-14	6	-9	0
NCCCC[C@H](NC(=O)C1CCNCC1)c1nnc(CN)o1	10	-4	1.8	-2	1	·	-19	·	·
O=C(O)c1ccc(N2C(=O)C3ON(c4ccccc4)C(c4ccccc4F)C3C2=O)cc1 (configuration not stated)	-3	9	-0.1	8	-1	0	-1	12	3
COc1ccc(C)cc1NC(=O)CSc1nnc2ccc(-c3ccncc3)nn12	-4	3	1.1	-1	-1	-11	0	5	0
COc1ccc(N2CC(C(=O)Nc3nc4ccc(OC)cc4s3)CC2=O)cc1 (configuration not stated)	8	8	2.5	4	4	-9	2	-5	1
Cc1ccc(N2CN=C(c3ccccc3)NC2=S)cc1	5	-4	1.6	-1	0	5	0	10	1
COc1ccc(S(=O)(=O)N2CCN(C(=O)c3cc(C)oc3C)CC2)cc1OC	4	2	0.4	·	-2	16	·	-3	0
COc1cc(OC)c(C(=O)NCCCN2CCOCC2)cc1OC	11	2	-1.8	-5	-6	-9	0	12	2
O=C1C=C(c2cccs2)CC(c2cccs2)C1n1cnc([N+](=O)[O-])c1 (configuration not stated)	-1	-9	1.8	0	0	-9	6	-5	15
CN(C)c1ccc(C(CNS(=O)(=O)c2ccc(F)cc2)c2c[nH]c3ccccc23)cc1 (configuration not stated)	2	2	3.4	1	0	3	-1	14	0
O=C(CS(=O)c1cccc(Cl)c1)Nc1ccccc1Cl (configuration not stated)	-8	7	2.4	-2	4	-3	1	16	0
Cc1ccc(N2C(=O)Cc3ccccc3C2=O)cc1	6	-2	0.1	-3	0	-4	3	-19	4
CCOc1ccc(C2=C(C=Nc3c(C)n(C)n(-c4ccccc4)c3=O)C(c3ccc(F)cc3)c3ccccc3O2)cc1 (configuration not stated)	8	8	3.1	-3	-1	-2	25	-4	0
COc1cc(CC(=O)NCCCc2ccccc2)cc(OC)c1OC	-4	-1	0.2	1	1	-1	5	-8	0
COc1ccc(C(=O)N2CCN(c3ccc(F)cc3)CC2)cc1S(=O)(=O)NC1CC1	-3	4	-0.2	·	-4	1	·	1	0
CCN(CC)S(=O)(=O)c1ccc(OC)c(NC(=O)CC2CCCC2)c1	-1	0	0.4	-3	1	-9	4	0	1
CCN(CC)S(=O)(=O)c1ccc(C(=O)NCC(=O)NC2CC2)cc1	-7	1	0.7	2	-4	0	0	0	2
O=c1[nH]c(CN(CCc2ccccc2)S(=O)(=O)c2ccc(Cl)cc2)nc2ccccc12	0	-4	-0.2	0	9	23	11	4	7
CCOC(=O)c1ccc(NC(=O)CN2C(=O)CNC2=O)cc1	0	-5	0.1	-2	-3	4&193	-3	13	0
O=C(NC1CCSC1=O)c1ccc(Oc2cccc(C(F)(F)F)c2)nc1 (configuration not stated)	1	5	1.1	-3	-3	7	0	-1	0
O=S(=O)(c1ccc2c(c1)OCCO2)N1CCN(c2ncnc3sccc23)CC1	3	4	-0.7	0	-1	4	12	4	1
COc1ccc(Cl)cc1NC(=O)CN1CCN(S(=O)(=O)N2CCCCC2)CC1	3	12	-1.9	4	0	-1	2	3	0
